LGR2 antag: inhibitors of bursicon-induced LGR2 CRE-luciferase signal, primary screen, cell-based, HEK293, CRE-luciferase reporter, bursicon stimulation; inhibition, % at 9.99 µM; AID 720647, 2013; Drosophila bursicon receptor LGR2 (rickets); 0.35% of 380,000 active; bursicon-stimulated, 4 h;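 active = drop in luminescence signal, shown as inhibition above about 50% in the replicate tests, limit read from the data, passing the limit was not always enough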;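 also: agonist challenge used bursicon conditioned medium at about half maximal strength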
DENV2 CPE: inhibitors of DENV2 cytopathic effect, primary screen, cell-based, plate reader, single concentration. DENV2-infected cells, cytopathic effect rescue. CPE inhibition, % at 9.99 µM. 1.7% of 350,000 active. AID 651640, 2012; in the data active = CPE inhibition above about 20%, passing the limit was not always enough; tested in BHK-21 cells;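 also: 0% = median of neutral control wells and 100% = median of positive control wells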
Casp6 inh: human caspase-6 inhibitors, primary screen, biochemical, VEID-R110 fluorescence, single point, set 2; P55212; inhibition, % at 12.5 µM; purified caspase-6, Z-VEID-R110 cleavage fluorescence; AID 686996, 2013; 0.53% of 350,000 active;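 active = mean inhibition across replicates at least about 35%, with every replicate also reaching that limit, limit read from the data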;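 also: 0% = median of neutral control wells and 100% = no fluorescence left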
Target sequence (P55212 24-179 limits assumed): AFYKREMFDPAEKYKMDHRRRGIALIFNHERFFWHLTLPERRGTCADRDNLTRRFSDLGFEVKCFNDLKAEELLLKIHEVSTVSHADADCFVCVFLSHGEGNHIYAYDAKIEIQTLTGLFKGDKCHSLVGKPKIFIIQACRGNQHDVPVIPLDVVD
Target sequence (P55212 194-293 limits assumed): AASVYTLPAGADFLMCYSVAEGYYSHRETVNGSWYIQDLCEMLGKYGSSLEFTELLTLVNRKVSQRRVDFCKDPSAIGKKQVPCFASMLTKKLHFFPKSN
ARNT-TACC3 inh: disruptors of ARNT/TACC3 protein interaction, primary screen, biochemical, AlphaScreen, single concentration; Transforming acidic coiled-coil-containing protein 3 (Homo sapiens), Q9Y6A5; AlphaScreen His-ARNT PAS-B/GST-TACC3 binding, luminescence; TACC3 fragment carries E629A point mutation; inhibition, % at 9.99 µM; 0.66% of 390,000 active;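 active = mean inhibition of replicates at least 50% and at least half of replicates each reaching 50%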;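 also: 0% = complete ARNT plus TACC3 wells and 100% = ARNT alone without TACC3; many hits fall short of the cut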
PAX8 inh HTS: inhibitors of PAX8-driven TPO luciferase reporter, primary screen, RMG-I cells, single concentration; inhibition, % at 12.6 µM; AID 652154, 2013; 1.2% of 360,000 active; SteadyGlo, 24 h;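 active = mean replicate inhibition at least 60% with every replicate also reaching 60%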;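 also: luciferase light reporting Pax8 driven TPO promoter activity; plate controls were median of neutral control wells for no effect and mitoxantrone controls for full effect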
EWS-Fli inh: EWS/Fli-driven NR0B1 reporter inhibitors, primary screen, A673 cells, NR0B1 luciferase, luminescence, MLPCN library; viability-normalised; inhibition, % at 12.6 µM; 0.67% of 350,000 active;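 active = mean inhibition of at least 50% after viability correction, with every replicate also passing that limit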;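 also: firefly luciferase signal divided by Alamar Blue viability fluorescence both relative to DMSO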
SIRT5 inh: SIRT5 desuccinylase inhibitors, primary screen, biochemical, fluorescence imaging, single point, set 5; AID 652115, 2013; Purified SirT5, succinyl-peptide AMC, trypsin-coupled fluorescence; 1.1% of 330,000 active; inhibition, % at 15 µM; NAD-dependent protein deacylase sirtuin-5, mitochondrial (Homo sapiens), Q9NXA8; in the data active = inhibition above about 15%
Target sequence (Q9NXA8 whole entry, looked up): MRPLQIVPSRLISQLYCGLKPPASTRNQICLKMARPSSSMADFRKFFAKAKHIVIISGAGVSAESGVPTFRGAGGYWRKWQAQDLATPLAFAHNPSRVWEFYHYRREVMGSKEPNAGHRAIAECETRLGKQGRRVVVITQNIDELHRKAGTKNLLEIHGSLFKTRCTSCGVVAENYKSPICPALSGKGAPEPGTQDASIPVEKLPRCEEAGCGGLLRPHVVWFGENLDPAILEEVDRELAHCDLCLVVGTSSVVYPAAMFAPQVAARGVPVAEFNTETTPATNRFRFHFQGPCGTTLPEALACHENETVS
Active calls of the source: *; · = not tested or not shown.

Start of the data: the first 3 compounds as a preview:
| structure | LGR2 antag | DENV2 CPE | Casp6 inh | ARNT-TACC3 inh | PAX8 inh HTS | EWS-Fli inh | SIRT5 inh |
| --- | --- | --- | --- | --- | --- | --- | --- |
| CC(C)(C)NC(=O)c1ccccc1NC(=O)c1ccc2c(c1)OCO2 | -3.3 | · | 1.5 | -2.1 | -18.9 | 12.7 | -4.0 |
| C[C@@H]1CCCCO[C@H](CN(C)S(=O)(=O)c2cn(C)cn2)[C@H](C)CN([C@@H](C)CO)C(=O)c2cc(N(C)C)ccc2O1 | 2.1 | -5.0 | 2.4 | 11.2 | -14.0 | -4.8 | -6.1 |
| NC(=O)C1CCN(C(=O)c2ccccc2CCc2ccccc2)CC1 | 6.6 | -2.6 | 1.7 | -2.4 | -3.4 | 1.8 | 3.5 |

Main list, repeating the preview:
| structure | LGR2 antag | DENV2 CPE | Casp6 inh | ARNT-TACC3 inh | PAX8 inh HTS | EWS-Fli inh | SIRT5 inh |
| --- | --- | --- | --- | --- | --- | --- | --- |
| CC(C)(C)NC(=O)c1ccccc1NC(=O)c1ccc2c(c1)OCO2 | -3.3 | · | 1.5 | -2.1 | -18.9 | 12.7 | -4.0 |
| C[C@@H]1CCCCO[C@H](CN(C)S(=O)(=O)c2cn(C)cn2)[C@H](C)CN([C@@H](C)CO)C(=O)c2cc(N(C)C)ccc2O1 | 2.1 | -5.0 | 2.4 | 11.2 | -14.0 | -4.8 | -6.1 |
| NC(=O)C1CCN(C(=O)c2ccccc2CCc2ccccc2)CC1 | 6.6 | -2.6 | 1.7 | -2.4 | -3.4 | 1.8 | 3.5 |
| Cc1ccc(NC(=O)N2CCCC2C(=O)Nc2ccc3c(c2)OCO3)cc1 (centres undefined) | -1.5 | -0.9 | 4.9 | -13.9 | -4.0 | -13.8 | -2.5 |
| Cc1ccnc(SCCn2c(N3CCN(Cc4ccccc4)CC3)nc3c2c(=O)[nH]c(=O)n3C)n1 | -5.6 | 3.8 | 2.6 | -0.6 | -2.0 | -1.7 | 0.4 |
| Cc1ccc(N(CC(=O)Nc2c(C)n(C)n(-c3ccccc3)c2=O)S(C)(=O)=O)c(C)c1 | -6.5 | -2.9 | -0.6 | 17.2 | 11.6 | 4.9 | 6.1 |
| CC(C)NC(=O)Nc1ccc2c(c1)C(=O)N([C@H](C)CO)C[C@H](C)[C@@H](CN(C)C(=O)C1CCCCC1)OCCCC[C@@H](C)O2 | -4.4 | · | · | · | -7.6 | -0.4 | · |
| C=CCON1C(=O)C(=O)N(OCC=C)[C@H]2CCCC[C@H]21 | -4.1 | -5.3 | 1.7 | · | -22.7 | -12.0 | 5.9 |
| COc1cc(C(=O)OCC(=O)c2cc(C)n(CC3CCCO3)c2C)cc(OC)c1C (centres undefined) | · | 4.7 | 4.5 | · | -4.5 | -16.2 | 1.8 |
| CC[N+](C)(CC)CCC/C(=N/O)C(O)(c1ccccc1)c1ccccc1 | 9.6 | 4.0 | -4.1 | · | 8.5 | -7.5 | -1.2 |
| Cc1ccc(S(=O)(=O)N(C)CC(=O)Nc2ccccc2N2CCCC2)cc1 | 6.8 | 18.7 | -3.3 | -2.6 | 19.7 | 4.9 | 2.0 |
| CN(C)C(=O)c1cccc(-c2ccccc2[C@H]2[C@H](C#N)N(C(=O)C3CCC3)[C@H]2CO)c1 | 2.3 | 9.8 | 0.7 | · | · | -7.3 | -2.4 |
| O[C@H]1COC2C1OC[C@@H]2O (some centres undefined) | -3.3 | -0.3 | · | -6.2 | -1.1 | -14.3 | -0.5 |
| Oc1c(CN2CCOCC2)ccc(CN2CCOCC2)c1O | -11.0 | -5.4 | -18.1 | 20.8 | 4.1 | 10.4 | 1.3 |
| CCOC(=O)C(CCCCP(=O)(c1ccccc1)c1ccccc1)(NC(C)=O)C(=O)OCC | 7.6 | 7.7 | -0.7 | -5.1 | -7.5 | -2.0 | 0.0 |
| CC(=O)Nc1ccc(-c2csc(NC(=O)C3=COCCO3)n2)cc1 | -29.7 | 7.9 | 4.9 | -3.8 | -143.3 | -31.8 | -3.0 |
| Cc1ccc(CN2CC(N3CCN(c4ccccn4)CC3)CS2(=O)=O)cc1 (centres undefined) | 4.1 | 10.4 | 5.6 | · | -4.6 | -8.2 | -1.2 |
| Cc1cc(C)c2c(n1)SCC(=O)N2CC(=O)Nc1cccc(Cl)c1 | -1.1 | 8.1 | 1.2 | 2.1 | 14.2 | 12.5 | 3.3 |
| CC1CCC2(CC1)NC(=O)N(CC(=O)NC1CCCCC1C)C2=O (centres undefined) | 6.0 | -1.4 | 1.6 | -0.8 | 5.8 | 3.3 | · |
| COc1ccccc1N1CCN(C(=O)c2noc(C)c2[N+](=O)[O-])CC1 | 2.6 | -3.1 | 6.3 | 2.4 | 8.6 | 6.6 | 0.4 |
| O=C(C[C@@H]1CC[C@H]2[C@@H](COC[C@H](O)CN2S(=O)(=O)c2ccc(Cl)cc2)O1)NCCN1CCCC1 | 1.4 | 13.2 | 2.9 | -10.1 | 2.6 | 3.7 | 1.2 |
| Nc1cc(N)nc(SCC(=O)Nc2ccc3c(c2)OCO3)n1 | 4.9 | -5.5 | 1.5 | 3.3 | -13.0 | -1.1 | -0.8 |
| COc1cccc(-c2cnc(C(O)c3ccccc3)[nH]2)c1 (centres undefined) | · | 4.7 | 0.4 | · | -170.9 | -33.9 | · |
| C[C@@H]1CN([C@@H](C)CO)C(=O)Cc2cc(NC(=O)Cc3cn(C)c4ccccc34)ccc2O[C@H]1CN(C)Cc1ccc(C(=O)O)cc1 | 11.9 | 4.5 | 5.8 | · | -24.9 | 0.4 | 7.3 |
| CN(C(=O)CC1C(=O)NCCN1Cc1ccoc1)C1CCOCC1 (centres undefined) | 13.1 | 5.9 | -0.7 | -4.4 | 2.7 | -2.9 | -1.1 |
| O=C(CSc1nnc(NC(=O)c2cccc(F)c2)s1)NCc1ccco1 | -38.1 | 2.8 | -0.5 | -0.7 | -73.4 | · | -3.5 |
| C[C@H]1CCCCO[C@H](CN(C)S(=O)(=O)c2cn(C)cn2)[C@@H](C)CN([C@@H](C)CO)C(=O)c2cc(NC(=O)C3CCCCC3)ccc2O1 | 3.2 | 3.1 | -2.0 | -6.5 | -8.2 | 4.7 | -1.3 |
| O=C(NCc1ccc(Cl)cc1)C1CCCN(S(=O)(=O)c2cnc[nH]2)C1 (centres undefined) | 13.5 | -9.2 | 2.5 | 1.2 | -1.9 | -9.7 | · |
| Cc1ccc(NC(=O)CN2C(=O)N/C(=C/c3cc(C)n(-c4ccc(C(=O)O)cc4)c3C)C2=O)cc1 | -9.1 | 6.8 | 53.7* | 16.9 | -7.9 | 2.6 | 25.9* |
| CC(C)CCn1c(SCC(=O)Nc2ccccc2C(F)(F)F)nc2nccnc2c1=O | 11.2 | -3.9 | 5.6 | 3.5 | 23.7 | -0.1 | 3.5 |
| CCCCn1nnnc1C1(C)CCC(=O)N1Cc1cccnc1 (centres undefined) | -4.5 | -2.1 | 1.5 | · | 6.4 | -28.5 | · |
| Cc1ccc(-c2nn3c(C)nnc3s2)cc1NC(=O)c1ccco1 | -11.9 | 9.0 | 1.2 | -3.4 | 12.8 | 3.5 | · |
| CC(C)NC(=O)N(C)C[C@H]1OCCCC[C@H](C)Oc2ccc(NC(=O)Nc3ccc4c(c3)OCO4)cc2C(=O)N([C@H](C)CO)C[C@@H]1C | -2.3 | -12.0 | -0.6 | -8.7 | 2.6 | -8.6 | -3.0 |
| O=C(c1ccccc1)c1coc2c1C(=O)c1ccccc1C2=O | -4.6 | 0.7 | 18.9 | 9.5 | 9.9 | -35.9 | -2.6 |
| COc1ccccc1NC(=O)CSc1ccc2nnc(-c3ccc(C)cc3)n2n1 | · | -7.1 | 1.8 | -8.8 | 25.8 | 18.1 | -3.2 |
| CCCc1c(C(=O)N/N=C/c2ccc(OC)c(OCc3ccccc3)c2)nnn1-c1nonc1N | 2.2 | 4.6 | 4.8 | 33.6 | 2.2 | -48.8 | -0.8 |
| COCCn1c(=O)[nH]c2cc(C(=O)N3CCN(c4cccc(Cl)c4)CC3)ccc2c1=O | -6.0 | 2.5 | -0.8 | · | 1.0 | 11.4 | 2.4 |
| CC1CCN(CCc2nc3cc(NC(=O)COc4ccc([N+](=O)[O-])cc4)ccc3n2C)CC1 | 4.1 | -3.5 | -6.4 | 8.7 | 23.1 | · | 0.0 |
| C[C@H](CO)N1C[C@H](C)[C@@H](CN(C)S(=O)(=O)c2ccccc2)Oc2c(NC(=O)Nc3cccc4ccccc34)cccc2C1=O | 17.9 | 168.4* | 6.3 | -4.7 | -37.0 | -4.3 | 2.6 |
| Cc1noc(C)c1NC(=O)N(C)C[C@H]1Oc2ccc(NC(=O)CCC(F)(F)F)cc2CC(=O)N([C@H](C)CO)C[C@@H]1C | -1.7 | -3.6 | -2.4 | -4.1 | -33.2 | -5.6 | -2.7 |
| O=C(CCCSc1nnc(Nc2ccccc2F)s1)N1CCOCC1 | 2.5 | -4.0 | 2.7 | -2.3 | -61.1 | -27.1 | -3.8 |
| COc1ccc(NC(=O)Nc2ccc3c(c2)C(=O)N([C@H](C)CO)C[C@H](C)[C@H](CN(C)Cc2ccc4c(c2)OCO4)O3)cc1 | -26.6 | 1.4 | 0.4 | 6.9 | -12.3 | 20.1 | 13.9 |
| Cc1cccc(N2C(=O)c3ccc(C(=O)Nc4c[nH]c(=O)[nH]c4=O)cc3C2=O)c1 | -10.3 | -5.8 | -0.2 | 1.8 | 10.8 | 1.2 | -0.9 |
| C[C@H]1CN([C@@H](C)CO)C(=O)Cc2cc(NC(=O)Cn3cnnn3)ccc2O[C@@H]1CN(C)C | -14.4 | 0.3 | -1.3 | -3.1 | -16.6 | 4.2 | 3.3 |
| COc1ccc(Nc2nc(NCCCN3CCOCC3)nc(N)c2[N+](=O)[O-])cc1 | 2.5 | -1.8 | 0.8 | -2.4 | 1.5 | -12.8 | -0.1 |
| CCCCNC(=O)c1cc2cc(CC)ccc2[nH]1 | -8.1 | 3.5 | 3.4 | -11.6 | -40.6 | -45.2 | -2.9 |
| CCCCCCNCC1OCc2ccccc2CO1 | 11.0 | · | 1.2 | · | 8.9 | 0.7 | -1.7 |
| COc1ccc(OC)c(/C=C/c2nc3ccccc3[nH]c2=O)c1 | -10.0 | -1.3 | 1.0 | -8.6 | 13.1 | 8.4 | -1.2 |
| COc1cccc(CN2CCC(C(=O)NC(C)c3cccc4ccccc34)CC2)c1 (centres undefined) | -15.5 | -10.9 | -0.4 | · | -5.7 | 6.1 | -2.2 |
| CN1C(=O)c2cc(NS(C)(=O)=O)ccc2OC[C@H]2O[C@@H](CC(=O)N3CCOCC3)CC[C@H]21 | 6.0 | -7.5 | 0.5 | -7.0 | 13.8 | 1.3 | -1.4 |
| Cc1noc(C)c1S(=O)(=O)Nc1ccc2c(c1)CC(=O)N([C@H](C)CO)C[C@H](C)[C@H](CN(C)Cc1ccc(C(=O)Nc3ccccc3N)cc1)O2 | 15.3 | -7.5 | 1.2 | · | 13.0 | · | 6.4 |
| NC(=O)c1cc(Br)cc(C2CCCCC2)c1O | 5.8 | -7.2 | 0.2 | 3.3 | 20.3 | -3.6 | -5.5 |
| Cc1ccccc1NS(=O)(=O)c1ccc(C(=O)N2CCCC(C(F)(F)F)C2)cc1 (centres undefined) | -15.7 | 5.8 | 0.4 | -0.4 | 9.6 | -4.7 | -3.5 |
| Nc1nccc(-c2ccc(-n3cccc3)cc2)n1 | -19.2 | -2.2 | -0.6 | -2.1 | -10.6 | -26.3 | 5.4 |
| Cc1nc2ccccc2cc1C(=O)Nc1ccccc1Cl | 1.8 | -4.9 | -6.1 | -3.7 | -11.0 | -2.2 | 2.7 |
| O=C(O)CC1SC(N/N=C/c2ccc(Br)cc2)NC1=O (centres undefined) | 10.0 | · | -0.8 | -1.9 | 8.6 | 0.3 | 2.8 |
| Cc1ccc(Cl)cc1NC(=O)COC(=O)CN1C(=O)C2CCCCC2C1=O (centres undefined) | 22.9 | 3.5 | -1.4 | 6.3 | -4.7 | -0.8 | 2.6 |

Random draw from the library, and some 4.9% of all compounds hit somewhere here.
